Compound activity as filed in PubChem.
RAM inhibit = yeast RAM network inhibition. S. cerevisiae dse1pr::URA3 reporter, 5-FOA growth OD615, 2 d; analog-sensitive cbk1-as2 kinase mutant strain. inhibition, % at 50 µM. actives 1.8% (n = 190,000);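 active = inhibition above a set limit, 3 SD over mean compound inhibition, cut at about 8.4% in these data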;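 also: 0% = DMSO-only wells with no growth and 100% = 10 µM 1-NA-PP1 full growth; inhibition rescues growth on 5-FOA so higher OD means more RAM inhibition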
DTT redox prof = compounds producing H2O2 with reducing agent – biochemical, NIH compound library profiling, artefact control for MLSCN library redox annotation, primary screen. DTT-dependent redox cycling H2O2, phenol red/HRP absorbance; 100% = 100 µM peroxide control, 0% = buffer. activation, % at 10 µM. actives 0.03% (n = 200,000);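 active = activation of at least 50% relative to the plate's high and low controls in the primary single-dose screen; inactive = activation below 50%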;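 also: compound incubated with DTT at 0.8 mM final as the reducing agent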
Diaphorase act = counter-screen for diaphorase-based assays: diaphorase activators and chemical reducers; Diaphorase/resazurin coupled assay, resorufin fluorescence, 16 min; hits give high values; 1 = vehicle wells, 0 = NADH-free wells; activation factor at 20 µM; actives 0.005% (n = 190,000);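 active = diaphorase activity raised at least twofold by the compound at 20 µM; inactive = activation factor below 2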
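Assay system: Purified diaphorase enzyme from Clostridium kluyveri | Amount: Enzyme 0.07 U/mL final | Dosing: Compound 20 µM once, DMSO 1% | Timing: 16 min reaction at room temperature | Detection: Fluorescence, excitation 544 nm and emission 590 nm | Evaluation: Higher resorufin formation from activation or reduction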
Hsp70 activator = switches on Hsp70 transcription. AID 1203. actives 0.04% (n = 200,000). HeLa Hsp70 promoter luciferase reporter, luminescence; scaled: vehicle 0, proteasome-inhibitor control 100%. activation, % at 10 µM;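 active = activation above the mean across all tested compounds plus 3 SD, cutoff set per campaign, cut at about 5.5% in these data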;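 also: 100% = MG132 at 30 µM as the positive control and 0% = DMSO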
G6PDH counter = inhibits Leuconostoc G6PDH, flagging false hits in G6PDH-based assays; Purified L. mesenteroides G6PDH, diaphorase/resazurin coupled fluorescence, 45 min; inhibition, % at 5 µM; actives 0.12% (n = 200,000)
S1P3 antag = S1P3 (human) receptor antagonism; Q99500; CHO S1P3 NFAT-BLA reporter, FRET fluorescence, antagonist mode; inhibition, % at 4.98 µM; actives 0.27% (n = 170,000);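 active = inhibition above the plate cutoff, the mean inhibition of test wells on that plate plus 3 SD, cut at about 28% in these data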;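 also: cells challenged with S1P at its EC80 of 0.8 µM; blue over green emission ratio from cleaved BLA substrate after 4 h stimulation; 0% = S1P-stimulated wells and 100% = unstimulated DMSO-only wells; some compounds past the cut are filed as inactive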
Target sequence (Q99500 whole entry, looked up): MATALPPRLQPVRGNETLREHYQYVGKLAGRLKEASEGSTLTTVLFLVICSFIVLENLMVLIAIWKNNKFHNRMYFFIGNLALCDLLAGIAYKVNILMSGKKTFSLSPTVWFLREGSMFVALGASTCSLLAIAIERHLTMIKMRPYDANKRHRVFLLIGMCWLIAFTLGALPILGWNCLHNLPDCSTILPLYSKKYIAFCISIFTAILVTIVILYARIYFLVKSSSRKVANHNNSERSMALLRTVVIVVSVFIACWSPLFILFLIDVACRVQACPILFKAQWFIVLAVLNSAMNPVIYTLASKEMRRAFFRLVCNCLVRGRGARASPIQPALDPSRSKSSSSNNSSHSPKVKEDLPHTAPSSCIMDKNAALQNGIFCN
TLR4-MyD88 BLA = TLR4-MyD88 interaction inhibition in cells. O00206+Q99836. HeLa CL3-4 TLR4/MyD88 BLA complementation, FRET ratio. inhibition, % at 8.4 µM. actives 0.18% (n = 200,000). AID 861; in the data active = inhibition above about 25%;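 also: 0% = vehicle and 100% = reference inhibitor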
Diaph inh CS = diaphorase inhibition or chemical oxidation counter-screen; actives 0.69% (n = 190,000); AID 1217; diaphorase resazurin-to-resorufin fluorescence, NADH, 16 min; bacterial (C. kluyveri) enzyme, not human; inhibition, % at 20 µM;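 active = primary screen inhibition at 20 µM above a set limit, cut at about 50% in these data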;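 also: plate controls were DMSO with full reaction for no effect and wells lacking NADH for full effect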
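Assay system: diaphorase enzyme from Clostridium kluyveri; Input: enzyme working solution with 0.14 U/mL diaphorase; Timing: 16 min at room temperature; Technique: resorufin fluorescence, excitation 544 nm, emission 590 nm; Benchmarks: positive control minus NADH, DMSO neutral control.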
PMI act satM6P = PMI (human) activation, high substrate. P34949. coupled PMI enzyme assay, resazurin fluorescence, 20 min; hits give high values; 1 = untreated enzyme, 0 = substrate-free blank. activation factor at 20 µM. actives 0.34% (n = 190,000);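 active = activation factor of 2 or more at 20 µM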
Target sequence (P34949 whole entry, looked up): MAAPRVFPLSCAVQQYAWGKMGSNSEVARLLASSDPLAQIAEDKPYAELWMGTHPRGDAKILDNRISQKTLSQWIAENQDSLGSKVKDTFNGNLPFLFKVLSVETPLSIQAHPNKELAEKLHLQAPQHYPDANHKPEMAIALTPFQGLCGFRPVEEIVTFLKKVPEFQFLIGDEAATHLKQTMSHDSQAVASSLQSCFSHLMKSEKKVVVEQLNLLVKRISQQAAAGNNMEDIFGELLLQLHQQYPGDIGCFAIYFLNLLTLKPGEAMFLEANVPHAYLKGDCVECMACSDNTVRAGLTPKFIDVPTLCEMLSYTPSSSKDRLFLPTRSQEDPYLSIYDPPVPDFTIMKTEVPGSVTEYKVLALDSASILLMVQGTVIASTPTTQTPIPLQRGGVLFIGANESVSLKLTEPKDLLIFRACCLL
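Material: human phosphomannose isomerase with PGI, G6PDH, diaphorase coupling enzymes / Reagent: Man-6-P substrate 1.0 mM / Dosing: single compound dose of 20 µM, 1% DMSO final / Incubation: enzyme reaction with compound 20 min at room temperature / Signal: resorufin fluorescence (Ex 544/Em 590 nm) from resazurin via diaphorase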
PMI activator = activators of human phosphomannose isomerase | activation factor at 20 µM | purified human PMI, coupled resazurin fluorescence, 20 min; hits give high values; 1 = vehicle control, 0 substrate-free wells | actives 0.005% (n = 190,000) | P34949;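 active = activation factor of 2 or more at 20 µM, relative to plate controls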
L major viab = reduces viability of Leishmania major promastigotes; resazurin fluorescence viability; inhibition, % at 10 µM; actives 9% (n = 200,000);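 also: promastigotes grown with compound for 44 hours at 28 °C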
An asterisk follows results filed as active; . = not tested or not shown. Rule as the data show it, unless noted: active = inhibition above about 50%; inactive = the rest.

The first eight records, to show the layout:
SMILES	RAM inhibit	DTT redox prof	Diaphorase act	Hsp70 activator	G6PDH counter	S1P3 antag	TLR4-MyD88 BLA	Diaph inh CS	PMI act satM6P	PMI activator	L major viab
Cc1cc(C)nc(SCc2ccccc2C#N)n1	1.5	-0.4	0.9	0.0	2	25	-7	6	1	1	-2
CCCNc1cc(=O)n(C)c(=O)n1C	-0.3	2.3	0.9	0.1	3	-4	8	7	1	1.1	-3
Cc1cccnc1NC(=O)C(C)Oc1ccccc1 (stereo unspecified)	-0.1	1.1	0.9	0.1	27	-26	3	10	0.9	0.9	-3
COc1cccc(C=Nc2ccccc2C#N)c1O	0.0	0.3	0.8	-0.2	0	-6	4	17	0.8	0.9	43
Cc1cc(Nc2ccc(Br)cc2)n2nc(C)nc2n1	0.5	-0.8	1.1	0.1	4	8	-5	-6	1.1	1.2	-6
CC(=O)Oc1cccc(/C=C2\C=C(c3ccc(C)cc3)OC2=O)c1	4.6	-1.7	0.9	-0.1	8	-1	-10	13	0.9	0.8	1
CCC(C)NC(=O)c1cnn2c1NC(c1cccs1)CC2C(F)(F)F (stereo unspecified)	2.2	-3.6	0.9	0.3	-9	.	-8	6	1	1	8
Clc1cc2nc3ccccn3c2cc1Cl	2.0	0.3	0.9	0.0	11	.	-13	12	0.9	0.8	9

The whole of this part (from the top)
SMILES	RAM inhibit	DTT redox prof	Diaphorase act	Hsp70 activator	G6PDH counter	S1P3 antag	TLR4-MyD88 BLA	Diaph inh CS	PMI act satM6P	PMI activator	L major viab
Cc1cc(C)nc(SCc2ccccc2C#N)n1	1.5	-0.4	0.9	0.0	2	25	-7	6	1	1	-2
CCCNc1cc(=O)n(C)c(=O)n1C	-0.3	2.3	0.9	0.1	3	-4	8	7	1	1.1	-3
Cc1cccnc1NC(=O)C(C)Oc1ccccc1 (stereo unspecified)	-0.1	1.1	0.9	0.1	27	-26	3	10	0.9	0.9	-3
COc1cccc(C=Nc2ccccc2C#N)c1O	0.0	0.3	0.8	-0.2	0	-6	4	17	0.8	0.9	43
Cc1cc(Nc2ccc(Br)cc2)n2nc(C)nc2n1	0.5	-0.8	1.1	0.1	4	8	-5	-6	1.1	1.2	-6
CC(=O)Oc1cccc(/C=C2\C=C(c3ccc(C)cc3)OC2=O)c1	4.6	-1.7	0.9	-0.1	8	-1	-10	13	0.9	0.8	1
CCC(C)NC(=O)c1cnn2c1NC(c1cccs1)CC2C(F)(F)F (stereo unspecified)	2.2	-3.6	0.9	0.3	-9	.	-8	6	1	1	8
Clc1cc2nc3ccccn3c2cc1Cl	2.0	0.3	0.9	0.0	11	.	-13	12	0.9	0.8	9
CCOc1ccc2ccccc2c1C(=O)N[C@@H]1C(=O)N2[C@@H]1SC(C)(C)[C@@H]2C(=O)O	.	.	0.9	-0.1	1	-2	.	11	1	1	.
CN(C)S(=O)(=O)c1cccc(NC(=O)Cc2ccc(Cl)cc2)c1	1.8	-0.4	0.9	-0.2	-1	1	12	10	1	1.1	67*
O=C(NCC1(c2ccccc2)CCCC1)c1ccc(Br)cc1	1.2	-0.2	0.8	-0.2	-6	15	-5	20	0.9	0.8	-1
COc1ccc(-n2cc(CNCc3cccnc3)c(-c3cccc(F)c3)n2)cc1	1.0	-0.8	0.9	0.1	17	8	-8	13	0.9	0.8	48
CCOC(=O)C1=C(O)/C(=C/c2ccc(CNC(=O)C(=O)Nc3ccc(C)cc3)o2)N=C1C	2.2	0.5	0.9	-0.2	3	.	-3	12	1.5	1.4	-3
CCOc1ccc(-c2nc(CSCC(=O)N3CCN(C(=O)c4ccco4)CC3)c(C)o2)cc1	0.9	-0.2	0.9	-0.3	0	-25	-5	12	1	1	-3
COc1ccc(CCNC(=O)Cn2c(=O)[nH]c3ccsc3c2=O)cc1OC	3.4	-2.8	1	-0.3	4	8	4	5	1	1.1	-12
Cc1cc(C(C)(C)C)ccc1OCCCCN1CCCC1	0.7	0.3	0.9	-0.1	1	-3	-6	5	1.1	1.1	99*
Cn1c(=O)c2ncn(CC(=O)Nc3ccc(N4CCOCC4)cc3)c2n(C)c1=O	0.8	0.0	1.1	-0.1	11	.	-7	-12	1.1	1.1	6
C/C(=N\OCC(=O)Nc1ccccc1C(C)(C)C)c1ccc2c(c1)OCCO2	1.6	-0.1	0.9	-0.5	-14	-7	-8	8	1	1	-1
O=[N+]([O-])c1cc2c(cc1/C=N/n1c(-c3ccccn3)n[nH]c1=S)OCO2	2.1	-0.4	0.5	-0.3	9	-1	-23	47	0.7	0.6	53*
Cn1cnnc1SCC(=O)Nc1ccc2nc(SCc3ccccc3)sc2c1	7.0	0.6	1.1	-0.1	0	.	3	-14	1.1	1.1	12
CCCCN(C(=O)Nc1ccc(OCC)cc1)C1CCN(C(C)=O)CC1	0.7	1.0	0.9	-0.1	5	.	-13	7	0.9	0.9	-3
N#CCCn1cc(/C=N/O)c(-c2ccccc2)n1	0.7	0.2	0.9	-0.3	17	.	0	6	1	0.9	0
CCN1CCN(CC(O)COCCOc2ccc(Br)cc2)CC1 (stereo unspecified)	0.8	-0.1	1	-0.4	6	-10	-21	-4	1.2	1.3	-6
O=C(c1cccnc1)C1CCCN(Cc2nc(Cc3ccccc3)no2)C1 (stereo unspecified)	0.4	-1.0	0.9	0.1	11	-7	-8	10	0.9	0.8	16
O=C(CN1C(=O)CC(c2ccccc2)Sc2ccccc21)NCC1CCCO1 (stereo unspecified)	0.1	0.0	1	-0.1	2	-11	10	4	1.1	1.1	-6
O=C1NC2(CCCC2)Oc2ccccc21	1.7	-0.1	0.9	-0.1	2	12	4	13	0.9	1	-1
COc1ccc(CCN2CC(C(=O)NCc3ccco3)CC2=O)cc1OC (stereo unspecified)	0.4	0.0	1	-0.4	5	.	5	3	1	1	3
Cc1nc(Nc2ccc(S(=O)(=O)N3CCCC3)cc2)c2nnn(Cc3ccccc3)c2n1	4.9	0.9	0.9	-0.3	-12	-3	11	8	1	0.9	0
Cc1cccc(Nc2nc(N)c([N+](=O)[O-])c(N3CCCC(C)C3)n2)c1 (stereo unspecified)	-1.5	2.3	0.7	-0.3	-1	1	6	27	0.8	0.8	20
Cc1cc(NC(=O)c2cccc(COc3ccc(Br)cc3)c2)no1	5.1	0.1	1	-0.2	-16	.	5	3	0.9	0.9	-7
Cc1ccc(S(=O)(=O)N=S(CCO)CCO)cc1	-0.3	-0.4	0.9	0.1	0	1	-13	6	1.1	1	-8
Cc1ccc(-c2nnn(CC(=O)N(c3cnc4ccccc4c3)C(C(=O)NC3CCCC3)c3ccncc3)n2)o1 (stereo unspecified)	8.6*	2.4	0.9	0.1	9	-24	5	11	0.9	0.9	5
CCC(=O)OCC(=O)Nc1cc(C)c(C)cc1[N+](=O)[O-]	1.4	-0.1	1	-0.1	-9	-10	-5	2	1	1	-5
O=S(=O)(Nc1ncccn1)c1ccc(NC(=S)NCc2cccnc2)cc1	2.2	0.3	1	-0.3	3	5	6	5	1	1	-7
Cc1ccc(S(=O)(=O)/C(C#N)=C/c2c(N3CC(C)OC(C)C3)nc3ccccn3c2=O)cc1 (stereo unspecified)	3.1	2.4	0.8	0.1	2	.	2	20	1	1	1
COCCCNC(=O)c1cc(C(=O)c2ccccc2Br)c[nH]1	0.0	-0.8	1	-0.3	7	-10	0	2	1	1	-1
COC(=O)C1=C(NC(=O)c2cccc(OC)c2)CCS1	2.8	0.9	0.8	-0.2	-4	-8	9	24	1	1	-5
Brc1ccc(-c2nc(-c3ccccn3)no2)o1	2.1	-0.4	0.9	-0.1	10	-20	-10	10	1	1	0
COc1ccc(Cl)cc1-n1c(N)c(C(N)=O)sc1=S	2.0	-0.2	0.9	0.0	-1	.	-19	12	1	0.8	0
CCOCC(=O)Nc1nnc(C2CCCCC2)s1	1.1	0.2	0.9	0.3	11	.	6	8	0.9	0.8	3
O=C(COc1ncnc2ccccc12)NCCc1ccccc1	-0.8	-2.1	1	0.1	15	10	-2	4	1	1	-2
Cc1ccc(C(=O)N2CCN(c3ccccn3)CC2)cc1	1.8	0.1	1	0.3	-1	-11	0	2	1	1	-2
COc1ccc2c(c1OC)C(=O)N1C2SC[C@H]1C(=O)NC1CC(C)(C)NC(C)(C)C1 (stereo partly specified)	0.8	1.9	0.8	-0.2	10	-51	-8	21	0.8	0.8	1
CC1(C)CC(=O)C(CCC(=O)c2ccccc2)C(C)(C)N1 (stereo unspecified)	0.1	1.3	1	-0.4	3	-18	0	4	1.1	1.1	90*
CC(=O)n1cc([C@H]2C=C(C(=O)NCc3ccccc3)O[C@@H](OCc3ccc(CO)cc3)C2)c2ccccc21	5.5	-1.1	0.6	0.1	17	-15	11	44	0.7	1.1	49
CCN(CC(=O)Nc1ccc(S(N)(=O)=O)cc1)S(=O)(=O)c1cc(C)ccc1OC	-0.1	1.2	0.8	0.1	2	10	4	20	0.9	0.9	-4
Cc1cc(C(=O)COC(=O)CC2Sc3ccccc3NC2=O)c(C)n1-c1ccc(Br)cc1 (stereo unspecified)	6.7	-0.3	0.9	-0.7	6	-2	-1	14	1	0.9	42
CC1(C)N=C(N)NC(Nc2ccc(Br)cc2)=N1	-2.2	-1.2	0.9	-0.2	10	.	6	5	1	0.9	-1
Cc1ccc(CN2CCN(CC(=O)NCCCN3CCN(c4ccc(F)cc4)CC3)C2=O)cc1	-0.8	2.1	0.9	-0.1	5	.	-1	6	0.9	0.9	-1
O=C(COC(=O)Cc1ccccc1[N+](=O)[O-])NCc1ccccc1Cl	2.4	0.1	1	0.3	-10	-3	6	-1	1	1.1	-1
NNC(=O)C1CC(O)CN1S(=O)(=O)c1ccc(Cl)cc1 (stereo unspecified)	3.0	-0.7	1	-0.3	1	-4	4	0	1	1	4
CC(=O)N1CCN(C(=S)c2ccc([N+](=O)[O-])cc2)CC1	0.0	-1.1	0.8	0.6	0	.	3	16	0.9	0.9	-7
COC(=O)/C=C/C(=O)NCc1ccco1	2.0	-4.0	0.9	-0.4	8	.	2	14	0.9	0.9	5
